From PubChem
West Nile virus CPE: West Nile virus antiviral activity, cell-based, CPE readout (AID 1621); West Nile virus-infected cells, CPE inhibition; higher % means a stronger effect; CPE inhibition, % at 10 µM, or IC50 in µM where a hit was titrated; hit rate 0.02% among 290,000; in the data active means a potency from the dose series; inconclusive means CPE inhibition mostly from about 3.7% at the one dose, without a potency; inactive means the rest, 99 in 100 with CPE inhibition below about 2.2%; further: strong numbers were not always called active
bCat nuc transl: modulators of beta-catenin nuclear translocation, primary screen, imaging, HeLa cells, immunofluorescence, high-content; nuclear translocation activity, % at 5 µM; hit rate 0.3% among 190,000; AID 1665, 2009;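 active means nuclear translocation activity above 50% at 5 µM, with a well cell count of 50 or more; inconclusive means wells under 50 cells across six images, flagged as toxic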;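 further: per-cell ratio of nuclear to cytoplasmic median beta-catenin stain intensity; plate controls were DMSO negative control for no effect and GSK-3 inhibitor IX positive control for full effect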
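System: HeLa cells, endogenous beta-catenin; compound dosing: 5 µM primary single dose, 0.1% DMSO, 0.02–20 µM confirmation series; incubation: 24 h compound exposure at 37°C, 5% CO2; signal: beta-catenin immunofluorescence imaging with DAPI; evaluation: % activation, nuclear-to-cytoplasmic median beta-catenin signal ratio per cell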
Insulin prom up: insulin promoter activators in MIN6 cells, imaging, high-content screening, mouse beta cells; MIN6 insulin promoter-GFP reporter; active compounds read high; z-score at 5 µM; hit rate 0.3% among 190,000; AID 1625, 2009;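 active means z-score above 3 at 5 µM with at least 500 cells counted in the well; inconclusive means wells under 500 cells, flagged as cytotoxic or low count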
MT stabilize HCS: microtubule stabilizers in HeLa cells, primary screen, imaging, high-content imaging; HeLa tubulin immunostaining HCS, 24 h; share of cells brighter than vehicle mean+2SD; % tubulin-high responders, % at 10 µM; hit rate 0.83% among 200,000; AID 2205, 2009;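 active means plate Z-score above 3 for both tubulin-high and condensed-nucleus cell shares, with cell loss under 80%, at 10 µM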;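 further: anti alpha tubulin signal scored within the nucleus-defined area of each cell; some results filed as inactive read as strong as hits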
T cell HTS: modulators of CD8 T cell-vesicle binding, primary screen, mouse 2C CD8+ T cells, flow cytometry. hit rate 0.068% among 330,000. calls only at 7 µM. 2C CD8+ T cell-vesicle binding; active compounds read low;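 active means response, share of CD8 T cells binding vesicles, and their 90th percentile fluorescence all below set limits, cut at about 80% in these data, passing the limit was not always enough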
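Assay system: 2C TCR transgenic mouse naive CD8+ T cells, MACS-purified | Read-out: CD8+ gate FL2 mean fluorescence as % of same-row positive control | Signal: High-throughput flow cytometry with anti-B7-1 and anti-CD8 staining | Timing: Binding step 1.5 h, 37 °C, antibody labelling 20 min, ice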
Autophagy mod: autophagy modulators in MEF cells, primary screen, imaging, high-content, MEF GFP-LC3; MEF GFP-LC3 puncta imaging; test concentration mostly 10 µM; calls only at 10 µM (by protocol); hit rate 0.98% among 190,000;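 active means percentage of spot-positive cells more than 3 SD above its plate mean, without a fluorescence outlier flag or 80% toxicity; inconclusive means no clear call, values can overlap the other calls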;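 further: spot-positive cell cutoff set from DMSO-treated cells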
Hep lipid drop: inhibitors of hepatocyte lipid droplet formation, primary screen, imaging, high-throughput imaging, BODIPY stain | inhibition, % at 6.5 µM | AML12 mouse hepatocytes, oleate lipid droplets | hit rate 0.4% among 240,000;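 active means lipid droplet intensity inhibited by at least 50%, with more than 500 cells counted; inconclusive means wells with under 300 cells, treated as cytotoxic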
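Assay system: AML12 mouse liver cells | Compound dosing: One dose, 6.5 µM compound | Read-out basis: Droplet intensity reduction, % inhibition | Measured by: Fluorescence imaging, 20x objective, two fields per well | Schedule: Overnight treatment with compound plus oleate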
Myeloid diff MLP: induction of myeloid progenitor differentiation, primary screen, cell-based, flow cytometry, MLPCN library | ER-HoxA9 myeloid progenitors, lysozyme-GFP differentiation | calls only at 10 µM | hit rate 1% among 360,000 | AID 624256, 2012;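 active means normalized GFP-positive differentiation at or above the plate's own cutoff, the solvent-only control mean plus 3 SD; inconclusive means no clear call, values can overlap the other calls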;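 further: cells exposed to compound for four days before flow analysis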
WT yeast gro inh: growth inhibition of WT strain, primary screen, mitochondrial fusion inhibitor project, WT and mutant strains, chemical genetic; mitochondrial fusion phenotypic screen; inhibition, % at 10 µM; hit rate 2.1% among 190,000; AID 1362, 2008; in the data active means inhibition above about 58%; tested in S. cerevisiae
WT yeast gro inh mutant strain: also measured in WT yeast gro inh; calls as there; inhibition, %; mitochondrial fusion phenotypic screen, mutant strain inhibition
Insulin prom up cell count: second read-out of Insulin prom up, no call of its own (marks repeat the call); cell count; measured here: cytotoxicity, nuclei count;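 total cells summed across four imaged fields per well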
Hep lipid drop cells 6.5 µM: also measured in Hep lipid drop; calls as there; cell count; measured here: cell count, cytotoxicity flag;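 cells counted across two imaged fields per well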
bCat nuc transl cell count 5 µM: also measured in bCat nuc transl; calls as there; cell count; measured here: cell count, cytotoxicity flag
T cell HTS vesicle-bound %: second read-out of T cell HTS, no call of its own (marks repeat the call); double positive events, %; measured here: CD8+ vesicle-bound cell fraction;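 binding gate set so that unloaded-vesicle control wells show 10% double positive cells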
MT stabilize HCS Hoechst-high %: further read-out of MT stabilize HCS, marked with its call; % Hoechst-high responders; measured here: nuclear condensation Hoechst responders;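 share of cells brighter than vehicle mean plus two SD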
MT stabilize HCS cytotoxicity %: further read-out of MT stabilize HCS, marked with its call; toxicity, %; measured here: cytotoxicity by cell density;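 0% = mean cell density of plate MIN control wells and 100% = no cells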
Autophagy mod cell loss 18 h: also measured in Autophagy mod; calls as there; toxicity, %; measured here: cell loss, nuclei count;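 cell loss after 18 h compound exposure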
Myeloid diff MLP GFP+ MAC1+ %: also measured in Myeloid diff MLP; calls as there; GFP+ MAC1+ double positive, %; measured here: differentiation confirmed by MAC1 staining
An asterisk follows results filed as active; i = inactive; u = inconclusive; x = not tested or not shown; + = active, no number.

Values in the order – West Nile virus CPE	bCat nuc transl	bCat nuc transl cell count 5 µM	Insulin prom up	Insulin prom up cell count	MT stabilize HCS	MT stabilize HCS Hoechst-high %	MT stabilize HCS cytotoxicity %	T cell HTS	T cell HTS vesicle-bound %	Autophagy mod	Autophagy mod cell loss 18 h	Hep lipid drop	Hep lipid drop cells 6.5 µM	Myeloid diff MLP	Myeloid diff MLP GFP+ MAC1+ %	WT yeast gro inh	WT yeast gro inh mutant strain
1	C=CCNc1nc(-c2ccc([N+](=O)[O-])cc2)cs1
→ -1.1%	2.3	586	-0.45	1253	1.2	2.5	3.6	i	31	i	8	-5	670	i	0.3	12	-9
2	O=C(COC(=O)c1cccc(O)c1)Nc1ccc(OC(F)F)cc1
→ -0.7%	-0.2	1069	0.79	1245	1.9	2.4	9.4	i	47	i	-1	0	700	i	0.4	9	9
3	O=c1[nH]c(=O)c2nnc(N/N=C/c3ccccc3F)nc2[nH]1
→ 0.0%	0.0	1302	0.01	1136	x	x	x	i	32	x	x	-12	742	i	0.5	x	x
4	Cc1ccccc1OCc1nc2ccccc2c(=O)n1/N=C/c1cn[nH]c1-c1ccccc1
→ 1.2%	-2.9	649	-1.2	1084	1.9	2.3	12	i	45	+	53*	26	666	x	x	57	4
5	O=C(NCCOc1ccccc1)C1CCC(=O)N(CCCN2CCCC2=O)C1 (stereo unspecified)
→ -0.3%	x	x	x	x	x	x	x	i	10	x	x	u	x	i	0.9	x	x
6	O=C1CNC(=S)N1CCc1ccccc1Cl
→ 0.1%	-0.1	1320	-0.17	1095	x	x	x	i	51	x	x	x	x	i	0.9	x	x
7	Cc1cccc(S(=O)(=O)NCCC(=O)OC(C)C(=O)NC(=O)NC2CCCCC2)c1 (stereo unspecified)
→ 0.1%	-4.1	930	0.01	1133	2.0	2.2	8.6	i	38	i	4	x	x	i	1.3	9	11
8	O=C(Oc1ccc(N(Cc2cccs2)C2=NS(=O)(=O)c3ccccc32)cc1)c1ccc(Cl)cc1
→ -0.5%	9.3	479	x	x	4.1	2.8	9.1	i	48	i	2	-2	751	i	1.0	22	3
9	C=CCON/C(CCC)=C1\C(=O)CC(C)(C)CC1=NC
→ 0.8%	-0.2	1292	0.19	1398	x	x	x	i	44	x	x	5	710	i	0.4	x	x
10	C=Cn1nc(C)c2ccccc2c1=O
→ 0.2%	x	x	0.43	1290	2.9	3.7	15	i	5	i	5	6	724	i	1.4	-2	0
11	O=S(=O)(Nc1ccccc1)c1ccc2c(c1)CCO2
→ -0.4%	-0.7	1361	-1.5	1107	x	x	x	i	45	x	x	7	684	i	0.5	x	x
12	CN1CCN(Cc2cc(COCc3ccccc3)c3cccnc3c2O)CC1
→ u	6.5	1105	-2.1	545	3.6	1.0	28	i	13	i	24	x	x	u	x	-1	-9
13	C/C=C/c1ccc(OCC(=O)Nc2ccncc2)c(OC)c1
→ -1.0%	x	x	x	x	x	x	x	i	22	x	x	-43	852	i	0.7	x	x
14	CCN(CC)S(=O)(=O)c1ccc(NN=C2CCN(C(C)C)CC2)c([N+](=O)[O-])c1
→ 0.0%	2.2	1238	-0.23	1054	x	x	x	i	46	x	x	1	692	i	0.4	x	x

Profiles, quoted from the list. Values in the order: West Nile virus CPE, bCat nuc transl, bCat nuc transl cell count 5 µM, Insulin prom up, Insulin prom up cell count, MT stabilize HCS, MT stabilize HCS Hoechst-high %, MT stabilize HCS cytotoxicity %, T cell HTS, T cell HTS vesicle-bound %, Autophagy mod, Autophagy mod cell loss 18 h, Hep lipid drop, Hep lipid drop cells 6.5 µM, Myeloid diff MLP, Myeloid diff MLP GFP+ MAC1+ %, WT yeast gro inh, WT yeast gro inh mutant strain
C=CCNc1nc(-c2ccc([N+](=O)[O-])cc2)cs1 reads -1.1%, 2.3, 586, -0.45, 1253, 1.2, 2.5, 3.6, i, 31, i, 8, -5, 670, i, 0.3, 12, -9
Cc1ccccc1OCc1nc2ccccc2c(=O)n1/N=C/c1cn[nH]c1-c1ccccc1 reads 1.2%, -2.9, 649, -1.2, 1084, 1.9, 2.3, 12, i, 45, +, 53*, 26, 666, x, x, 57, 4
O=C(Oc1ccc(N(Cc2cccs2)C2=NS(=O)(=O)c3ccccc32)cc1)c1ccc(Cl)cc1 reads -0.5%, 9.3, 479, x, x, 4.1, 2.8, 9.1, i, 48, i, 2, -2, 751, i, 1.0, 22, 3

Three compounds out of the list, sorted by heavy-atom count, descending.
Values in the order – West Nile virus CPE	bCat nuc transl	bCat nuc transl cell count 5 µM	Insulin prom up	Insulin prom up cell count	MT stabilize HCS	MT stabilize HCS Hoechst-high %	MT stabilize HCS cytotoxicity %	T cell HTS	T cell HTS vesicle-bound %	Autophagy mod	Autophagy mod cell loss 18 h	Hep lipid drop	Hep lipid drop cells 6.5 µM	Myeloid diff MLP	Myeloid diff MLP GFP+ MAC1+ %	WT yeast gro inh	WT yeast gro inh mutant strain
5	O=C(NCCOc1ccccc1)C1CCC(=O)N(CCCN2CCCC2=O)C1 (stereo unspecified)
→ -0.3%	x	x	x	x	x	x	x	i	10	x	x	u	x	i	0.9	x	x
13	C/C=C/c1ccc(OCC(=O)Nc2ccncc2)c(OC)c1
→ -1.0%	x	x	x	x	x	x	x	i	22	x	x	-43	852	i	0.7	x	x
9	C=CCON/C(CCC)=C1\C(=O)CC(C)(C)CC1=NC
→ 0.8%	-0.2	1292	0.19	1398	x	x	x	i	44	x	x	5	710	i	0.4	x	x
